Screening results deposited in PubChem BioAssay by National Center for Advancing Translational Sciences (NCATS).
SNCA viab count: reduces viability of HEK-293 SNCA reporter cells | HEK-293-SNCA-luc viability, GF-AFC fluorescence, 24 h | Potency, µM (highest dose often 57.1 µM), for the others: top-dose activity change, negative = cytotoxicity, most hits filed as cytotoxic | actives 0.12% (n = 150,000);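 note: potency is the fitted concentration of half-maximal effect; 0% = DMSO-treated cells and -100% = medium-only wells without cells; nearly all actives have a fitted effect of over 30% in size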
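Cytotoxicity counterscreen: after 24 h compound treatment of genome-edited SNCA-luciferase HEK-293 cells, live-cell protease substrate GF-AFC read by fluorescence after 30 min; activity scaled between DMSO (0%) and medium-only (-100%), curves Hill-fitted.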
FLuc inh: Photinus pyralis luciferase inhibition; Potency, µM (highest dose often 115 µM), for inactives: top-dose activity change, negative = inhibition, actives largely listed as inhibitors; actives 2.5% (n = 76,000); purified P. pyralis luciferase, luminescence, biochemical; P08659; note: potency is the fitted concentration of half-maximal effect; nearly all actives have a fitted effect of over 65% in size
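Luminescence read by CCD imager after adding enzyme (10nM final) to wells holding compound, titrated in qHTS. Substrates 10uM each D-luciferin and ATP; buffer 50mM Tris acetate pH 7.5, 10mM Mg acetate, Tween-20, BSA.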
HEK cytotox: HEK 293 cell cytotoxicity; Potency, µM (titrated, usually from 115 µM), for inactives: at the highest dose activity change, negative = cytotoxicity, usual class: inhibitors; HEK 293 viability, ATP luminescence (CellTiter-Glo), 48-72 h; actives 6.6% (n = 94,000); AID 1345083; note: potency is the fitted concentration of half-maximal effect; nearly all actives have a fitted effect of over 60% in size
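Luminescence from cellular ATP, measured with CellTiter-Glo, indicates HEK 293 viability. Cells plated at 250 cells/well are treated with compound for 48 or 72 hr at 37 degree Celsius before reagent addition.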
GPT2 inh: GPT2 alanine aminotransferase inhibition; actives 0.25% (n = 100,000); Potency, µM (top dose mostly 57.7 µM), for the others: at the highest dose activity change, negative = inhibition, hits mostly inhibitors; AID 1671188; Q8TD30; Recombinant GPT2, coupled pyruvate oxidase/HRP Amplex Red fluorescence; note: potency is the fitted concentration of half-maximal effect; nearly all actives have a fitted effect of over 60% in size; many of its hits are not listed in these tables
Target sequence (Q8TD30 whole entry, looked up): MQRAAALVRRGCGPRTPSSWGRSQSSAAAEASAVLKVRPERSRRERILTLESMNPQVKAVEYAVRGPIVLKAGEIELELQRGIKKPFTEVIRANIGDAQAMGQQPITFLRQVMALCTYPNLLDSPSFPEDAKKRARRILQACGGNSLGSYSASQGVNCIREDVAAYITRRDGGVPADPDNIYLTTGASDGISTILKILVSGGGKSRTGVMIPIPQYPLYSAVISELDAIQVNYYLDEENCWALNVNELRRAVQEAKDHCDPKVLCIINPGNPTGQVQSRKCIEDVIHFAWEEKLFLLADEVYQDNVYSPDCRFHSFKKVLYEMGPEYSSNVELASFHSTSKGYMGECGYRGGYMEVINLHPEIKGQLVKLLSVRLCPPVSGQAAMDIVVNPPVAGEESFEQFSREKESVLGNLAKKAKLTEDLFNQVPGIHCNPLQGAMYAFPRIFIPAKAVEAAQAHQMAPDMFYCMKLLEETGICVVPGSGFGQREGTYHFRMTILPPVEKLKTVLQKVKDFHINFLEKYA
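GPT2 10ng/uL, a-KG 250uM, L-Ala 2mM, HEPES pH7.5 + 0.0001% Tween; 30 min RT. Then Amplex mix (PO/HRP/ThPP), 30 min RT dark, fluorescence. AOA 50uM used as positive control.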
NIH3T3 tox: NIH 3T3 cell cytotoxicity; Potency, µM (highest dose often 96.7 µM), for the others: top-dose activity change, negative = cytotoxicity, actives largely listed as inhibitors; NIH 3T3 viability, CellTiter-Glo ATP luminescence, 48-72 h; actives 4.3% (n = 94,000); note: potency is the fitted concentration of half-maximal effect; nearly all actives have a fitted effect of over 55% in size
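Cytotoxicity is measured as loss of cellular ATP: NIH 3T3 cells (400/well) are exposed to compound for 48 or 72 hr at 37 °C, then CellTiter-Glo luminescence is imaged after 10 min at room temperature.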
SNCA expr inhib: SNCA gene expression inhibition; HEK-293 SNCA-luciferase knock-in, luminescence, 24 h; Potency, µM (doses to about 57.2 µM), without a hit: at the top dose activity change, negative = inhibition, hits mostly inhibitors; actives 0.17% (n = 140,000); AID 1671194;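 note: potency is the fitted concentration of half-maximal effect; plate controls were DMSO cells for no effect and cell-free wells for full effect; nearly all actives have a fitted effect of over 45% in size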
IP6K1 inh: inhibitors of human IP6K1; Q92551; IP6K1 kinase, ADP-Glo luminescence, 2 h; active compounds read low; activity change, % (series mostly up to about 58 µM); actives 0.81% (n = 140,000); AID 1645851; in the data active = activity change below about -25%
Target sequence (Q92551 whole entry, looked up): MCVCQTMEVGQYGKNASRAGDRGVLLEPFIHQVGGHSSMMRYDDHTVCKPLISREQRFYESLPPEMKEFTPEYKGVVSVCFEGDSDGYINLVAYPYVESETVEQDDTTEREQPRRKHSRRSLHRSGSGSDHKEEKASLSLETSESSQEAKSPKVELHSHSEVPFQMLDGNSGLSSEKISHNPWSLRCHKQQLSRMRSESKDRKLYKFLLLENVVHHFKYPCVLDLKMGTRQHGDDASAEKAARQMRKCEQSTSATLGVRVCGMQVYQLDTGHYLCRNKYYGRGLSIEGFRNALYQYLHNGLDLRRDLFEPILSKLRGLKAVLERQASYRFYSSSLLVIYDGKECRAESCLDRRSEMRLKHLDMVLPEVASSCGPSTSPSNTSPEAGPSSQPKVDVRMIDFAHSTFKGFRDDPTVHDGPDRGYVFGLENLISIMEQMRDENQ
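ADP-Glo luminescence measures ADP made by human IP6K1 during a 2 h RT reaction with ATP/IP6 (mix at 1.3 mM/130 uM); top library doses 57.5 and 19.1 uM final.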
* marks the source's active call; other numbers are inactive results; i = inactive; ? = inconclusive; . = no result given; [ ] = remark or other dose. Unless noted, calls come from the whole dose curve; as a rule, active = well fitted curve in the direction sought with a large enough effect; inconclusive = small, poorly fitted or top-dose-only effect, or another doubt; inactive = no such curve, though single readings can be large; an effect the other way counts as inactive or inconclusive. Unless noted, % is set by controls: 0 for no effect and ±100 for the full control effect.

Values run as follows: NIH3T3 tox, GPT2 inh, HEK cytotox, FLuc inh, IP6K1 inh, SNCA expr inhib, SNCA viab count
CCN(CC)c1nn2c(=O)c(C(=O)NCc3ccccc3Br)cnc2s1
→ ., ., ., ., 41.6, 3.7%, 0.1%
COC(=O)CNC(=O)c1cc(-c2ccccc2OC)nc2c1cnn2C
→ i, 0.9%, i, ., -2.5, 19.5%, 2.3%
CC(C)NC(=O)c1nc2cccnc2n(-c2ccc(N(C)C)cc2)c1=O
→ -8.1%, i, i, ., 8.7, 20.2%, 2.7%
O=C(OCc1ccccc1)N1CCC2(CC1)C(=O)NN=C2c1cccnc1
→ ?, i, ?, -6.0%, -1.8, -9.4%, -2.4%
O=C(NC1CCCN(c2cc(-c3ccccc3)[nH]n2)C1)c1cc(F)ccc1Cl (configuration not stated)
→ ?, -24.9%, ?, -3.5%, 8.4, -20.2%, -14.2%
O=C(c1ccc2c(c1)OCO2)N1CCCN(CCn2nc3n(c2=O)CCCC3)CC1
→ -4.9%, ., i, ., 1.2, ., .
COC[C@@H]1CN(Cc2ccccn2)C[C@H]1C(=O)NC1CC1
→ -6.7%, 4.3%, 1.7%, 0.7%, 18.2, 9.9%, 0.2%
CCOc1cc(C(=O)N2CCC(Cc3nc(-c4ccccc4)no3)CC2)cc(OCC)c1OCC
→ ?, i, ?, -4.4%, -11.7, -7.1%, -11.0%
O=C(c1ccc2ccccc2n1)N1CCC(Cc2ccc(CN3CCOCC3)cc2)CC1
→ ?, 1.4%, 35.5µM*, ., 15.6, 9.1%, -23.9%
COc1ccc(C(=O)N2CCC3(CC2)CC(OCC2CC2)CCO3)cc1OC (configuration not stated)
→ -16.9%, i, -3.5%, -13.6%, -6.1, -17.2%, -2.5%[12.5 µM]
Cc1ccc(CCNC(=O)CCN2N=C(c3ccc(C)cc3)CCC2=O)cc1
→ ., ., ., ., -11.0, -5.8%, 6.7%
COc1ccc(CNC(=O)c2ccc(-c3nc(CS(=O)c4ccc(C)cc4)c(C)o3)cc2)cc1 (configuration not stated)
→ ., ., ., ., -2.4, -1.7%, ?
Cc1ccn(CC(=O)N2CCC3(CCCN(CCCc4ccccc4)C3)C2)n1 (configuration not stated)
→ -19.6%, -19.3%, -17.9%, 3.3%, 14.4, -18.3%, 9.3%
COc1cc(C(=O)Nc2ccc(NC(=O)c3ccc(Br)cc3)cc2)cc(OC)c1OC
→ ., ., ., ., 13.9, 74.6%[activator], -23.6%
CCC(=O)N1CCC(Cc2ncc(C)n2CC2CC2)CC1
→ -6.3%, i, -4.8%, -9.1%, -11.9, -11.0%, 1.8%
O=C(c1ccc(Cl)cc1)N1CC2(CCN(CC3CCCC3)C2)OCc2ccccc21 (configuration not stated)
→ ?, i, ?, ., -0.6, 8.8%, -16.1%
Cn1ncc2nc(SCC(=O)Nc3ccc(Br)cc3F)n(Cc3ccccc3)c(=O)c21
→ ., ., ., ., 3.0, 2.7%, -3.3%
COc1cc(CNc2nccc3c(=O)cc(N4CCOCC4)oc23)cc(OC)c1
→ 89.1µM*, 0.0%[88.5 µM], -13.5%[172 µM], -14.9%[172 µM], -9.8, -20.5%[87.6 µM], ?
COc1ccc(-c2cccc(CN)c2)cc1
→ ?, -9.5%[88.5 µM], ?, ., 1.7, 16.6%[87.6 µM], 1.6%[87.6 µM]
COc1ccc(CN2CC3(CCN(C(=O)c4ccc(C)cc4C)CC3)C2=O)cc1
→ -16.5%, -1.2%, ?, -2.2%, 10.0, -10.8%, 12.4%
CC(C)Oc1cccc(C(=O)Nc2ccc3oc(-c4cccc(Cl)c4)nc3c2)c1
→ ., ., ., ., -16.5, -17.9%, -3.7%
O=C(NCC(F)(F)F)c1cn2cc(-c3cccc(C(F)(F)F)c3)sc2n1
→ ?, i, ?, ., -0.5, 0.5%, -10.9%
Cc1oc(-c2ccc(C(=O)NCc3ccccc3F)cc2)nc1COc1ccccc1
→ ., ., ., ., 0.7, 35.2%[activator], -4.8%
CN(CCc1ccccn1)C(=O)CCC[C@@H]1[C@H]2CCCN3CCC[C@@H](CN1C(=O)c1cccnc1)[C@@H]23
→ i, 0.8%, 11.2%, 12.7%, -10.2, ?, -1.1%
CNC(=O)Nc1ccc(C)n(CC(=O)NCc2ccc(Cl)cc2)c1=O
→ -7.3%, -4.8%, ?, ?, -3.1, 23.3%, -2.4%
CC(=O)Nc1ccc(C2(C(=O)NCc3cccs3)CCCCC2)cc1
→ 4.8%, 4.0%, 4.6%, 2.8%, 15.4, 7.5%, 0.6%
CCOc1cccc(-c2nnc(CCC(=O)NCCCc3ccccc3)c(=O)[nH]2)c1
→ -7.9%, i, -12.1%, -6.5%, -1.5, -13.0%, 1.7%
Cc1ccc(CN2CCCN(S(=O)(=O)c3ccccc3)CCC(=O)NCC2)o1
→ -21.4%, -16.5%, -13.0%, 0.5%, 5.5, -21.4%, -5.8%
COc1ccc(NC(=O)C2CCN(C(=O)c3ncn4c3COC(c3ccccc3)C4)CC2)cc1OC (configuration not stated)
→ 0.3%, i, 12.4%, 5.62µM*, 0.0, 39.0%[activator], -2.4%
Cc1noc(C)c1C(=O)NCC(=O)N1CCCCCNC(=O)CC1c1ccccc1 (configuration not stated)
→ -10.2%, i, i, 0.2%, 11.2, -12.2%, 1.1%

Retrieved by compound from above:
Values run as follows: NIH3T3 tox, GPT2 inh, HEK cytotox, FLuc inh, IP6K1 inh, SNCA expr inhib, SNCA viab count
O=C(c1ccc2c(c1)OCO2)N1CCCN(CCn2nc3n(c2=O)CCCC3)CC1
→ -4.9%, ., i, ., 1.2, ., .
Cc1oc(-c2ccc(C(=O)NCc3ccccc3F)cc2)nc1COc1ccccc1
→ ., ., ., ., 0.7, 35.2%[activator], -4.8%
O=C(NCC(F)(F)F)c1cn2cc(-c3cccc(C(F)(F)F)c3)sc2n1
→ ?, i, ?, ., -0.5, 0.5%, -10.9%

(list continues)
Values run as follows: NIH3T3 tox, GPT2 inh, HEK cytotox, FLuc inh, IP6K1 inh, SNCA expr inhib, SNCA viab count
CN1C[C@H](O)C[C@H]1c1nc(-c2ccc3c(c2)OCO3)no1
→ -21.4%[230 µM], -3.7%[88.5 µM], -25.3%[230 µM], 28.2µM*, 8.6, 88.2%[activator][87.6 µM], 0.6%[87.6 µM]
CCOc1ccc(S(=O)(=O)Nc2ccc3c(c2)N(C(C)=O)CCC3)cc1
→ ., ., ., ., -8.5, 128.4%[activator], -17.8%
O=C(NC1CCCCC1)N1CCCC(c2noc(COc3ccccc3F)n2)C1 (configuration not stated)
→ ?, i, ?, -23.4%, 0.0, 26.9%, -12.8%
O=C(c1cn2ccsc2n1)N1CCC2(CCNCC2)CC1
→ -7.7%, ?, -8.0%, -4.5%, -10.5, -14.4%, -11.1%
COc1ccc(-c2ccc3ncc(Nc4ccc(C(N)=O)cc4)n3n2)cn1
→ ?, ?, ?, 12.6%[172 µM], -7.8, 28.1%[87.6 µM], -8.8%[87.6 µM]
COCCC(=O)N1CCc2oc(C)c(C(=O)N(C)C)c2C1
→ -12.3%, i, -0.5%, -1.9%, 1.9, 19.0%, -2.4%
COCC[C@]1(O)CCN(C(=O)c2cccc(OCC(N)=O)c2)C[C@H]1C
→ -2.9%, -30.8%, i, -6.5%, 23.1, 26.6%, 3.4%
O=C(NC[C@H]1O[C@@H](CO)[C@@H](O)[C@H]1N1CCN(c2ccccn2)CC1)c1ccccc1
→ i, -5.8%, i, -6.7%, -11.6, -12.9%, 3.5%
CCOC(=O)C1CCN(C(=O)c2ccc3nnc(-c4ccc(OC(F)(F)F)cc4)n3c2)CC1
→ ?, ?, -17.0%, ., -1.7, -14.4%, 2.6%
COc1ccccc1CC(=O)N1CCCN(CCc2ccccc2)c2ccccc21
→ ?, 3.2%, 39.8µM*, -3.3%, -4.3, -6.7%, -9.2%
Cc1nn(-c2ccc(C(F)(F)F)cc2)c(C)c1[C@@H]1C=C[C@@H](NC(=O)c2cccs2)C1
→ 28.2µM*, -7.4%[88.5 µM], ?, ?, -4.2, 15.6%[87.6 µM], ?
O=C1CCCCC(C(=O)NCCc2ccncc2)N1 (configuration not stated)
→ i, i, -2.3%, 3.6%, 10.7, 4.8%, 4.8%
CCCc1nnsc1C(=O)N[C@@H]1CCOC[C@H]1Oc1ccccn1
→ -18.5%, i, -2.4%, 8.2%, -0.5, -15.2%, 1.3%
COc1cccc(CNC(=O)CN2C(=O)NC(c3ccc(Cl)cc3)C3=C2COC3=O)c1OC (configuration not stated)
→ ?, i, ?, -0.7%, -7.5, ?, -9.1%
CC(=O)N(C1CCOCC1)C1CCN(C(=O)c2ccc(C)s2)CC1
→ -21.5%, -68.2%, -16.4%, ., 3.0, -7.9%, 8.0%
Cc1cnc(CCNC(=O)Nc2ccc3c(c2)OCCO3)n1Cc1ccc(F)cc1
→ -18.7%, 1.9%, 39.8µM*, 14.1µM*, 2.3, 121.1%[activator], 10.7%
O=C(NC1CCCN(c2ccnc3ccnn23)C1)c1cncc(Br)c1 (configuration not stated)
→ ?, -1.0%, ?, ., 8.0, -6.6%, 4.0%
Cc1c(Cl)cccc1NC(=O)CN1C(=O)COc2ccc(S(=O)(=O)Nc3ccccc3)cc21
→ ., ., ., ., 8.0, 17.9%, -23.0%
O=C(c1ccc2nnc(-c3ccc(Cl)cc3)n2c1)N1CCN(c2ncccn2)CC1
→ -23.4%, i, 1.0%, ., 18.0, 33.4%[activator], -0.6%
Cn1nc2n(c1=O)CCN(C(=O)c1ccncn1)CC2
→ i, -3.6%, 2.1%, 4.1%, -10.2, -0.1%, -11.3%
Cc1nn(-c2ccccc2)c2c1C(C1CC1)N(C1CCN(Cc3cccs3)CC1)C2=O (configuration not stated)
→ -11.8%, ., ?, ., -11.1, ., .
Cc1ccc(-c2nnc(C3CN(C(=O)c4cccs4)CC34CCOCC4)o2)cc1 (configuration not stated)
→ 1.6%, ?, ?, -0.4%, 3.8, -1.0%, -5.2%
O[C@H]1CC[C@@H](Cc2cc(CN3CCCCC3)on2)O[C@@H]1CNCc1cccnc1
→ -9.5%[138 µM], -5.8%[88.5 µM], i, -1.7%[172 µM], 3.9, 10.6%[87.6 µM], 1.8%[87.6 µM]
CCCC(=O)N1CC2CC(C1)[C@H]1CCCC(=O)N1C2 (some centres not stated)
→ i, i, 4.9%, -1.8%, 6.3, -9.9%, -9.8%
Cc1ccc(NC(=O)c2oc3ccc(S(=O)(=O)N(C)C4CCCCC4)cc3c2C)cc1Cl
→ ., ., ., ., 4.7, 11.1%, -2.7%
Cc1ccc(S(=O)(=O)N2CCCC(CCC(=O)N3CCCCC3)C2)cc1 (configuration not stated)
→ ?, i, ?, 7.9%, -0.3, 0.3%, -14.5%
CC(C)CCNC(=O)c1c(-c2cccnc2)cc(=O)n2c1CCCC2
→ -27.7%, i, -18.2%, ., 4.9, 237.7%[activator], 3.3%
